# BRCT inh red – disrupts BRCA1 BRCT binding to phosphoprotein, red fluorophore readout; P38398; BRCT-phosphopeptide binding, red fluorescence polarization; Potency, µM (series often up to 76.9 µM), without a hit: at the highest dose activity change, negative = inhibition, most hits filed as inhibitors; 75,000 tested, 0.03% active; note: % is set by controls: 0 for no effect and ±100 for the full control effect
#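 Rhodamine-labelled pBACH1 10-mer (100 nM) bound to BRCT domain (100 nM) at pH 7.3; compounds incubated 12 min room temperature, polarization read. Free peptide defines full inhibition; unlabelled decapeptide titrated as control.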
# ALOX15 inhib – inhibitors of human 15-lipoxygenase (ALOX15); P16050; purified 15hLO-1, xylenol orange hydroperoxide absorbance; Potency, µM (highest dose often 57.1 µM), inactives show top-dose activity change, negative = inhibition, hits mostly inhibitors; 74,000 tested, 1.4% active; AID 887; note: potency is the fitted concentration of half-maximal effect; % is set by controls: 0 for no effect and ±100 for the full control effect; nearly all actives have a fitted effect of over 55% in size
#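 Purified human 15hLO-1 (40 nM final) in 25 mM Hepes pH 7.5, 0.01% Triton X-100 was preincubated with compound 15 min at room temperature, then reacted 6 min with 50 uM arachidonic acid; hydroperoxide detected by Fe-XO, 573/405 nm absorbance ratio.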
# HBB splicing – modulators of hemoglobin beta chain splicing; AID 925; HBB splicing reporter cell assay, activation; EGFP reporter with mutant IVS2-654 intron; response scale: normalised to 500 nM splice-correcting PNA; Potency, µM (highest dose often 46.1 µM), for the others: at the highest dose activation, actives largely listed as activators; 65,000 tested, 0.06% active; note: potency is the fitted concentration of half-maximal effect; 0% is about no effect
#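 Compounds were applied for 2 days to HeLa EGFP-654 cells, 500/well in Optimem with 2% FCS. The reporter's EGFP is disrupted by mis-splicing of beta-globin intron IVS2-654. Readout: summed well GFP fluorescence from 488 nm laser scanning; reference was 500 nM antisense […] 654 PNA.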
# USP2a inh – USP2a (human) protease inhibition | 60,000 tested, 0.1% active | O75604 | AID 927 | USP2a enzymatic assay, qHTS inhibition | Potency, µM (doses to about 38.3 µM), for inactives: at the top dose activity change, negative = inhibition, hits mostly inhibitors;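 note: potency is the fitted concentration of half-maximal effect; nearly all actives have a fitted effect of over 60% in size; plate controls were DMSO for no effect and NEM full inhibition control for full effect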
# Target sequence (O75604 whole entry, looked up): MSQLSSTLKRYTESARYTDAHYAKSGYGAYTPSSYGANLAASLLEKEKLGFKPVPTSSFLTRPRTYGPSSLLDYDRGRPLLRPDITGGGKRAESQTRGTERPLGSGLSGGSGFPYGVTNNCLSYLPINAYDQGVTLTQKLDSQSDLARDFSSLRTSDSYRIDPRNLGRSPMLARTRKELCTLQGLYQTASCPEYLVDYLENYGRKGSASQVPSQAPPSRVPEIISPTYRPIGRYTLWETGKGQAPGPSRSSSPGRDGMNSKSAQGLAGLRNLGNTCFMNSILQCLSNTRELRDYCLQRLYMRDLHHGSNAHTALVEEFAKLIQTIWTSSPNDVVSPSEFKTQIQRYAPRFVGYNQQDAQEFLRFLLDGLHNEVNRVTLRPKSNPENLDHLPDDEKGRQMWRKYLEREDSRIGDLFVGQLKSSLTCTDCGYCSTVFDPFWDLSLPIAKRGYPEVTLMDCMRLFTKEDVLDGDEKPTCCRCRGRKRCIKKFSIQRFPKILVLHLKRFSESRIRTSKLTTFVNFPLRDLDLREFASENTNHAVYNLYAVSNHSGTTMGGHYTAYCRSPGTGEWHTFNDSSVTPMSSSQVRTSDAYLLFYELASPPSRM
#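 20 nM USP2 core + cpd, 30 min RT; add 20 nM Ub-PLA2/20 uM NBD C6-HPC; read Ex460/Em535 at 0 h and 2.5 h. Normalized to NEM; qHTS curve fit/classification.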
# HADH2 inh – inhibitors of human HADH2 dehydrogenase. recombinant HADH2, NADH fluorescence, beta-hydroxybutyryl-CoA. Potency, µM (series often up to 57.1 µM), inactives show top-dose activity change, negative = inhibition, hits mostly inhibitors. Q99714. 73,000 tested, 3.4% active; note: potency is the fitted concentration of half-maximal effect; % is set by controls: 0 for no effect and ±100 for the full control effect; nearly all actives have a fitted effect of over 60% in size; many of its hits are not listed in these tables
# Target sequence (Q99714 whole entry, looked up, one chain of several): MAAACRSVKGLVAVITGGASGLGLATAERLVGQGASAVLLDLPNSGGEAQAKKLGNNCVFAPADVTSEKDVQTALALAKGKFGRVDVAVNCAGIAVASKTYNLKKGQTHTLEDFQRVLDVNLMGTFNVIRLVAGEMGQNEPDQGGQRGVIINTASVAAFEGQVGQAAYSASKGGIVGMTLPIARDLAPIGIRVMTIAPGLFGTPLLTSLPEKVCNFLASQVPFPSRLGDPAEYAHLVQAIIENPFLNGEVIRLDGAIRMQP
#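 Activity measured as NADH fluorescence gain (360/450 nm), taken as the change between first and last reads of a 4-min kinetic run. Conditions: pH 9.0 Tris buffer, 20 nM E. coli-expressed His-tagged enzyme, 1 mM NAD+, 90 uM beta-hydroxybutyryl-CoA; 15-min compound preincubation.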
# CRE Fsk mod – alters forskolin-stimulated CRE reporter signaling in CHO cells | CHO CRE-bla reporter (cAMP response element driving beta-lactamase), forskolin EC10, beta-lactamase ratio | Potency, µM (titrated, usually from 38.2 µM), inactives show at the top dose activity change, negative = inhibition, usual class: activators | 71,000 tested, 2.5% active | AID 662; active = well fitted activation curve with a large enough effect in the signal ratio, with a control signal flat, not every such curve was filed as active; inconclusive = small, poorly fitted or top-dose-only effect, or effect the other way, or a change in a side signal; the % refers to the signal ratio; note: potency is the fitted concentration of half-maximal effect; % of control where 0% means no effect
#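 Beta-lactamase reporter under a cAMP responsive element in CHO cells; compounds tested in titration series against EC10 NKH 477, 3 h at 37 °C. Read-out: CCF4 FRET ratio 460nm/530nm (excitation 405nm) giving %Activity, fitted to AC50.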
# Hsp90 Hop PPI – changes Hsp90-Hop TPR2A binding signal, up or down. Potency, µM (series often up to 57 µM), for inactives: at the top dose activity change, negative = inhibition. 71,000 tested, 0.44% active. AID 595. AlphaScreen TPR2A-His6 binding biotin-Hsp90 C-terminal peptide; active = well fitted curve in either direction with a large enough effect; inconclusive = small, poorly fitted or top-dose-only effect, or another doubt; note: potency is the fitted concentration of half-maximal effect; % is set by controls: 0 for no effect and ±100 for the full control effect; many of its hits are not listed in these tables
# DNA Pol III inh – DNA polymerase III holoenzyme inhibition. reconstituted DNA polymerase III holoenzyme replication, biochemical. Potency, µM (doses to about 57.1 µM), without a hit: at the top dose activity change, negative = inhibition. 71,000 tested, 0.25% active; note: potency is the fitted concentration of half-maximal effect; % is set by controls: 0 for no effect and ±100 for the full control effect
#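 Reconstituted *E. coli* holoenzyme (0.35 nM Pol III, 1 nM beta, 154 nM SSB, 2 nM primase) was preincubated with compound for 15 min at RT. Synthesis on 1.4 nM ssM13Gori ran 35 min, then was stopped with PicoGreen/EDTA and read as dsDNA fluorescence.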
# BRCT inh green – BRCA1 BRCT-phosphoprotein interaction inhibition; Potency, µM (titrated, usually from 76.9 µM), for inactives: at the top dose activity change, negative = inhibition, hits mostly inhibitors; BRCA1 BRCT-phosphopeptide binding, green fluorescence polarization; 75,000 tested, 0.05% active;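 note: potency is the fitted concentration of half-maximal effect; plate controls were peptide without protein for full effect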
#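 Compounds were incubated for 12 min at room temperature with a complex of 100 nM fluorescein-tagged pBACH1 decapeptide and 250 nM His-tagged BRCT protein. Buffer was phosphate pH 7.3 with EDTA, DTT and Tween 20. Disruption of binding lowers the polarization signal.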
# UbGFP stabilizer – ubiquitin-GFP accumulation via proteasome inhibition. Ubiquitin-GFP reporter cells, proteasome inhibition, GFP fluorescence; response scale: untreated = 0%, 10 µM MG-132 = 100%. Potency, µM (highest dose often 45.9 µM), for inactives: top-dose activation (GFP accumulation), most hits filed as activators. 67,000 tested, under 10 active. AID 526; active = well fitted activation curve with a large enough effect, not every such curve was filed as active; inconclusive = small, poorly fitted or top-dose-only effect, or another doubt; inactive = no such curve, though single readings can be large or run the other way; note: potency is the fitted concentration of half-maximal effect
#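 Proteasome blockade was scored as a rise in GFP-expressing U2OS cells carrying a ubiquitin(G76V)-GFP construct, imaged after 4 hr compound treatment at 37 °C across a 46 uM–2.9 nM series.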
# GFP derepression – derepresses silenced GFP locus in mouse C127i cells. 68,000 tested, 0.09% active. Potency, µM (highest dose often 46.1 µM), for the others: top-dose GFP derepression (activation). mouse C127i GFP locus derepression, cytometry, 30 h; note: % of control where 0% means no effect
#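 Derepression screen: silenced CMV-GFP reporter in murine C127i cells, 30 h compound incubation at 37 C, washed cells imaged by laser-scanning cytometer to enumerate GFP-expressing objects of 20 to 120 um.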
# * marks the source's active call; other numbers are inactive results; u = inconclusive; x = not tested or not shown; [ ] = dose if it differs, or a comment. Unless noted, calls come from the whole dose curve; as a rule, active = well fitted curve in the direction sought with a large enough effect; inconclusive = small, poorly fitted or top-dose-only effect, or another doubt; inactive = no such curve, though single readings can be large; an effect the other way counts as inactive or inconclusive. This is a subset; count on the stated rates, not on these rows.
SMILES,BRCT inh red,ALOX15 inhib,HBB splicing,USP2a inh,HADH2 inh,CRE Fsk mod,Hsp90 Hop PPI,DNA Pol III inh,BRCT inh green,UbGFP stabilizer,GFP derepression
CC(Cl)Cl,-0.6%,3%,0.8%,x,-7%,-6%,1%,6%,-2.4%,x,x
C=C1C/C(=C\C)C(=O)O[C@@H]2CCN3CC=C(COC(=O)[C@]1(C)O)[C@H]23,x,x,x,x,8%,-12%,-5%,-6%,x,-2%,-9%[9.22 µM]
O=[As](O)(O)c1ccc(N=Nc2ccc(O)cc2)cc1,-0.2%[15.4 µM],-3%[11.4 µM],-1.9%[9.22 µM],x,0%[11.4 µM],0%[7.6 µM],-7%[11 µM],-1%[11.4 µM],-1.8%[15.4 µM],4%[9.17 µM],0%[9.22 µM]
Cc1ccc(N2C(=O)CC(=O)NC2=O)cc1,1.4%,4%,-0.3%,8%,-23%,0%,-7%,-7%,0.9%,4%,4%
Cc1coc2c1CCC(C)C2 (centres undefined),1.5%,-5%,-0.5%,x,1%,-16%,-4%,-3%,-2.5%,x,x
O=c1c2ccccc2nc(-c2ccccc2)n1-n1cccc1,0.6%,0%,0.8%,3%,8%,12%,-1%,-2%,2.2%,u,0%
C[C@@]12CC[C@H](O[C@@H]3O[C@H](CO)[C@@H](O)[C@H](O)[C@@H]3O)C[C@@H]1CC[C@H]1[C@H]2CC[C@@]2(C)[C@@H](C3=CCOC3=O)CC[C@]12O,-0.8%[15.4 µM],1%[11.4 µM],2.2%[9.22 µM],x,-4%[11.4 µM],-3%[7.6 µM],-2%[11 µM],-4%[11.4 µM],4.3%[15.4 µM],-6%[9.17 µM],-2%[9.22 µM]
CCNCCC1(CC)C(=O)NC(=O)NC1=O,1.6%[15.4 µM],-7%[11.4 µM],2.5%[9.22 µM],x,-2%[11.4 µM],6%[7.6 µM],-2%[11 µM],-4%[11.4 µM],-0.1%[15.4 µM],4%[9.17 µM],0%[9.22 µM]
O=[As](O)(O)c1ccc2nc3cc([As](=O)(O)O)ccc3nc2c1,0.4%[15.4 µM],13%[11.4 µM],1.8%[9.22 µM],x,-3%[11.4 µM],-3%[7.6 µM],0%[11 µM],-12%[11.4 µM],-0.6%[15.4 µM],-4%[9.17 µM],3%[9.22 µM]
N[C@@H](Cn1oc(=O)[nH]c1=O)C(=O)O,2.1%,-21%,x,0%,10%,-2%,-5%,-5%,-1.1%,-1%,1%
COCCNC(=O)c1c(NC(=O)c2ccco2)n(Cc2ccccc2)c2nc3ccccc3nc12,2.4%,-8%,0.9%,40%[activator],u,2µM*,2%,-8%,9.3%,13%,5%
O=c1c2ccccc2nc(CSc2ncnc3nc[nH]c23)n1-c1ccccc1,0.0%,-1%,1.4%,8%,8%,u,u,-10%,0.0%,1%,-1%
COC(=O)[C@@H](N)CCCN=C(N)N[N+](=O)[O-],-0.9%,-7%[25.6 µM],x,x,7%,-4%,-1%,-1%,-1.3%,-3%,0%
O=P1(NCCCl)OCCCN1CCCl (centres undefined),-0.3%[34.4 µM],8%[25.6 µM],-1.1%[20.6 µM],1%[17.1 µM],-3%[25.6 µM],8%[17.1 µM],-1%[26 µM],-6%[25.6 µM],-0.6%[34.4 µM],0%[20.5 µM],-2%[20.6 µM]
Cl/C=C\Cl,1.4%,-1%,-0.7%,x,4%,-5%,-2%,-2%,-3.4%,x,x
Cc1cccc(N)c1C,0.3%,-3%,-0.6%,x,10%,-20%,-1%,-9%,-1.4%,x,x
Oc1c(Cl)c(Cl)c(Cl)c(Cl)c1Cl,-2.8%,-14%,-1.7%,-22%,u,u,3%,-3%,-5.2%,x,x
C[C@@H](Cc1cccc(C(F)(F)F)c1)NCCCc1ccccc1,-0.4%,-3%[25.6 µM],x,x,2%,u,-1%,3%,0.5%,4%,7%
C[N+]1(C)C2CC[C@H]1CC(OC(=O)[C@@H](CO)c1ccccc1)C2 (some centres undefined),1.7%[15.4 µM],2%[11.4 µM],6.9%[9.22 µM],x,9%[11.4 µM],u,0%[11 µM],-8%[11.4 µM],-0.4%[15.4 µM],-4%[9.17 µM],-1%[9.22 µM]
O=C1CC(=O)N(c2ccc(Cl)cc2Cl)C(=O)N1,0.7%,-4%,1.2%[9.22 µM],19%,-29%,-6%,1%,3%,-2.3%,-14%,1%
CON(C)C(=O)Nc1ccc(Cl)cc1,-4.0%,7%,-1.3%,-7%,4%,-8%,-4%,-5%,-1.4%,4%,-2%
O=P1(Nc2cccnc2)COc2ccccc2OC1,1.1%,-3%,-1.0%[57.5 µM],-7%,2%,9%,-1%,-3%,1.6%,0%,-1%
C=CCN=C=S,0.9%,-3%,-0.6%,x,-15%,-4%,-4%,-6%,-1.6%,x,x

# An excerpt from above in order of heavy-atom count, rising.
SMILES,BRCT inh red,ALOX15 inhib,HBB splicing,USP2a inh,HADH2 inh,CRE Fsk mod,Hsp90 Hop PPI,DNA Pol III inh,BRCT inh green,UbGFP stabilizer,GFP derepression
Cc1cccc(N)c1C,0.3%,-3%,-0.6%,x,10%,-20%,-1%,-9%,-1.4%,x,x
Cc1coc2c1CCC(C)C2 (centres undefined),1.5%,-5%,-0.5%,x,1%,-16%,-4%,-3%,-2.5%,x,x
CCNCCC1(CC)C(=O)NC(=O)NC1=O,1.6%[15.4 µM],-7%[11.4 µM],2.5%[9.22 µM],x,-2%[11.4 µM],6%[7.6 µM],-2%[11 µM],-4%[11.4 µM],-0.1%[15.4 µM],4%[9.17 µM],0%[9.22 µM]
O=[As](O)(O)c1ccc(N=Nc2ccc(O)cc2)cc1,-0.2%[15.4 µM],-3%[11.4 µM],-1.9%[9.22 µM],x,0%[11.4 µM],0%[7.6 µM],-7%[11 µM],-1%[11.4 µM],-1.8%[15.4 µM],4%[9.17 µM],0%[9.22 µM]
O=c1c2ccccc2nc(-c2ccccc2)n1-n1cccc1,0.6%,0%,0.8%,3%,8%,12%,-1%,-2%,2.2%,u,0%
C=C1C/C(=C\C)C(=O)O[C@@H]2CCN3CC=C(COC(=O)[C@]1(C)O)[C@H]23,x,x,x,x,8%,-12%,-5%,-6%,x,-2%,-9%[9.22 µM]

# In another format: results already given.
Structure | BRCT inh red | ALOX15 inhib | HBB splicing | USP2a inh | HADH2 inh | CRE Fsk mod | Hsp90 Hop PPI | DNA Pol III inh | BRCT inh green | UbGFP stabilizer | GFP derepression
N[C@@H](Cn1oc(=O)[nH]c1=O)C(=O)O | 2.1% | -21% | x | 0% | 10% | -2% | -5% | -5% | -1.1% | -1% | 1%
COCCNC(=O)c1c(NC(=O)c2ccco2)n(Cc2ccccc2)c2nc3ccccc3nc12 | 2.4% | -8% | 0.9% | 40%[activator] | u | 2µM* | 2% | -8% | 9.3% | 13% | 5%
